Screens deposited in PubChem BioAssay by The Scripps Research Institute Molecular Screening Center.
FBW7 activator: activators of human E3 ligase FBW7; AlphaScreen FBW7–phospho-cyclin E peptide binding, activator screen; normalized activity (activation), % at 26.1 µM; actives 0.13% (n = 650,000); AID 1259310; in the data active = normalized activity above about 1.9%;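 note: purified mutant Fbw7 with reduced substrate affinity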
Target sequence (Q969H0 whole entry, looked up): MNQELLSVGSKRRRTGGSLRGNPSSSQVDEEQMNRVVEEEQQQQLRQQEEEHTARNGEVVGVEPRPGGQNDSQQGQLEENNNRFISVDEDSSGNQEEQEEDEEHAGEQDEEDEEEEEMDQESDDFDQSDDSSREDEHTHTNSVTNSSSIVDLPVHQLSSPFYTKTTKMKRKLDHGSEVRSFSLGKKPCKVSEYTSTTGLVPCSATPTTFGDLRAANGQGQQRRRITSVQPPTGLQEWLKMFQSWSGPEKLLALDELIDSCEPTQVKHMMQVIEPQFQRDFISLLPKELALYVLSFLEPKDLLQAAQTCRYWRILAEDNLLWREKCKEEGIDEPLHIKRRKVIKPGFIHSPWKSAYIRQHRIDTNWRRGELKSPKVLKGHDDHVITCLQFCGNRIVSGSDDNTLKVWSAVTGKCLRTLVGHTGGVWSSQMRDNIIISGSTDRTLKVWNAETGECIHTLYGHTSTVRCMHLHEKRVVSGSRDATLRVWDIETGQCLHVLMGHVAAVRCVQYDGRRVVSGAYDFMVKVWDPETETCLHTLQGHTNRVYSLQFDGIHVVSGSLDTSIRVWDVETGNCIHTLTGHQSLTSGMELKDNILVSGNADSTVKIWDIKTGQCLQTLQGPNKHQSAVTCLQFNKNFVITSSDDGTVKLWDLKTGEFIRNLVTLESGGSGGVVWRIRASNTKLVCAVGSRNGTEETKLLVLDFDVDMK
TEAD-YAP inh: TEAD-YAP interaction inhibition | HEK-TIYL cells, TEAD-Gal4/YAP UAS-luciferase luminescence | inhibition, % at 9.12 µM | actives 1.4% (n = 640,000); in the data active = inhibition above about 32%;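 note: 0% = median of test compound wells and 100% = reference inhibitor wells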
GPR151 activ: activates the human receptor GPR151; Q8TDV0; PathHunter beta-arrestin GPR151 cells, luminescence; activation, % at 11.2 µM; actives 1% (n = 650,000); AID 1508602; in the data active = activation above about 4.9%;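 note: 0% = median of compound wells and 100% = cells with positive control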
Target sequence (Q8TDV0 whole entry, looked up): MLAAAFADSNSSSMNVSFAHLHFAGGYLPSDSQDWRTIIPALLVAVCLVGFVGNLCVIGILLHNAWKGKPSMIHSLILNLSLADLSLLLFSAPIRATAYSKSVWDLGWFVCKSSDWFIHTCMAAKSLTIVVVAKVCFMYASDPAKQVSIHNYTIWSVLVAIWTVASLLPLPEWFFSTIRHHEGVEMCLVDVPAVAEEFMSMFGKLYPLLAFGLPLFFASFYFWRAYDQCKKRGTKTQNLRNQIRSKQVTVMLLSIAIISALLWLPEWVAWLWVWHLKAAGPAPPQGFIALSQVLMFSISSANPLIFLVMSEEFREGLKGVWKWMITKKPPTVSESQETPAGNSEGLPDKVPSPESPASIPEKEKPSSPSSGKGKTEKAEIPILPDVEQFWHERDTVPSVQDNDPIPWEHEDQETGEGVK
MITF primary: human MITF inhibition, primary screen | AlphaScreen MITF homodimerization, bead proximity signal | actives 0.91% (n = 650,000) | inhibition, % at 2.6 µM | AID 1259374 | O75030; in the data active = inhibition above about 50%;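 note: 0% = vehicle wells with protein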
An asterisk follows results filed as active.

#1 CC(C(=O)Nc1cccnc1)N1Cc2ccccc2C1=O (stereo not drawn)
#2 CCOC(=O)C(NC(=O)c1cccc(F)c1)(Nc1sc2c(c1C(N)=O)CCC2)C(F)(F)F (stereo not drawn)
#3 CC(=O)c1c(C)[nH]c(C(=O)OCC(=O)c2c[nH]c3ccccc23)c1C
#4 CCOC(=O)/C(C#N)=C\c1cc2c(cc1[N+](=O)[O-])OCO2
#5 COc1ccccc1OCCN1CCNCC1
#6 O=S(=O)(c1ccccc1)c1nc(-c2ccc(Cl)cc2)oc1NCc1ccco1
#7 CC(C)(C)NS(=O)(=O)c1ccc(NC(=O)CCCc2ccccc2)cc1
#8 CC(Nc1ccc(Cl)cc1)C(=O)N/N=C/c1ccco1 (stereo not drawn)
#9 O=c1c2ccccc2nc2n1S(=O)(=O)c1ccccc1-2
#10 Cn1c(CNc2ccccc2O)nc2ccccc21
assay / compound | 1 | 2 | 3 | 4 | 5 | 6 | 7 | 8 | 9 | 10
FBW7 activator | 0.1 | 0.1 | 0.0 | 0.1 | -0.1 | 0.2 | 0.5 | -0.1 | 1.4 | -0.1
TEAD-YAP inh | 1 | 5 | -28 | -1 | -4 | 7 | 1 | 12 | -7 | -15
GPR151 activ | 0.4 | 1.9 | 0.9 | 2.0 | 1.5 | -1.5 | 0.2 | 0.9 | -1.7 | 2.0
MITF primary | -2 | 1 | 1 | -9 | 4 | 18 | 12 | 29 | 2 | -3

#11 O=C(Cc1noc2ccccc12)NCc1ccc(Cl)cc1
#12 CCCCOC(=O)c1cccc(NC(=O)c2cncc(Br)c2)c1
#13 Cn1c(=O)c2cc(NC(=O)c3ccccc3Cl)c(=O)oc2n(C)c1=O
#14 O=C(Cn1nc(-c2ccccc2Cl)ccc1=O)Nc1cccc(C(F)(F)F)c1
#15 Cc1ccc(CC2(CCC(=O)N3CCC(Oc4ccc(F)cc4)CC3)CCC(=O)N2)cc1 (stereo not drawn)
#16 COc1ccc(S(=O)(=O)N2CCCOC2CNC(=O)C(=O)NC2CCCCC2)cc1 (stereo not drawn)
#17 CC(C)c1ccc(CN2CCc3nnc(C(NC(=O)C4CCOC4)C(C)C)n3CC2)cc1 (stereo not drawn)
#18 CCOc1ccc(C(=O)Nc2ccc(Oc3ccccc3)cc2)cc1
#19 Nc1cc(N)nc(SCC(=O)Nc2ccc(S(N)(=O)=O)cc2)n1
#20 Cc1cc(C)cc(NS(=O)(=O)c2c(C)[nH]c(=O)[nH]c2=O)c1
assay / compound | 11 | 12 | 13 | 14 | 15 | 16 | 17 | 18 | 19 | 20
FBW7 activator | 0.0 | 0.0 | -0.7 | 0.4 | -0.1 | -0.3 | 0.0 | -0.1 | 0.5 | 0.3
TEAD-YAP inh | -33 | 6 | 0 | 0 | -2 | 5 | -4 | -9 | 5 | 6
GPR151 activ | 1.6 | -1.6 | 0.3 | -0.6 | 0.0 | -0.1 | -0.7 | -0.2 | -1.6 | -0.5
MITF primary | -6 | -2 | -4 | -2 | 9 | -14 | 7 | -6 | 4 | 7

#21 CC(=O)NCC(c1ccccc1)c1ccccc1
#22 COc1cc(N)c(Cl)cc1C(=O)OCC(=O)N(C(C)C)C(C)C
#23 Cc1cccc(C(=O)Nc2c3c(nn2-c2ccccc2C)CS(=O)(=O)C3)c1
#24 Cc1ccc(OCC(O)CN2CC(C)CC(C)C2)c(C)c1 (stereo not drawn)
#25 CCOC(=O)c1ccc2c(c1)N(CC(=O)c1ccc(C)cc1)C(=O)C(C)(C)O2
#26 Cc1ccc(/C(O)=C2\C(=O)C(=O)N(c3nc4ccccc4s3)C2c2ccccc2)cc1 (stereo not drawn)
#27 COc1ccc(-c2nc(SCCC(=O)O)n[nH]2)cc1
#28 NS(=O)(=O)c1cccc(NS(=O)(=O)c2cccc([N+](=O)[O-])c2)c1
#29 CN1CCN(CC(=O)N/N=C\c2c[nH]c3ccccc23)CC1
#30 COC(=O)c1ccc(NC(C)C(=O)OC)c([N+](=O)[O-])c1 (stereo not drawn)
assay / compound | 21 | 22 | 23 | 24 | 25 | 26 | 27 | 28 | 29 | 30
FBW7 activator | 0.0 | 0.1 | 0.2 | -0.1 | -0.1 | -0.1 | 0.1 | 4.6* | 0.0 | -0.3
TEAD-YAP inh | -5 | -4 | -1 | -2 | -1 | 0 | 8 | -9 | -4 | -6
GPR151 activ | 2.7 | 0.4 | 0.3 | 1.2 | 0.5 | -0.4 | -2.8 | 0.8 | 1.1 | 1.2
MITF primary | 6 | -2 | -6 | -8 | 4 | -11 | 9 | -3 | -6 | 8

#31 NS(=O)(=O)c1ccc(NC(=O)CN2C(=O)c3ccccc3C2=O)cc1
#32 CC1CCN(C(=O)Nc2cccc(NC(=O)N3CCC(C)CC3)c2)CC1
#33 O=C(CSc1nc2ccccc2c(=O)n1-c1ccc2c(c1)OCO2)c1ccc(Cl)cc1
#34 N#Cc1c(NC(=O)CCCCl)sc2c1CCCCC2
#35 COc1ccccc1N=C1SC(C(=O)Nc2ccc(F)cc2)CC(=O)N1C (stereo not drawn)
#36 C1CCN(Cc2nnnn2C2CCCC2)CC1
#37 COC(=O)c1ccc(/C=N/N=C2\NC(=O)C(CC(=O)O)S2)cc1 (stereo not drawn)
#38 O=C(CC(NCc1cccnc1)C(=O)O)NCc1ccccc1 (stereo not drawn)
#39 CCOC(=O)C1=C(C)NC(=S)NC1c1ccc(OC(=O)c2ccco2)cc1 (stereo not drawn)
#40 Cc1ccc(NC(=O)CN2C(=O)N/C(=C/c3cc(Br)cs3)C2=O)cc1
assay / compound | 31 | 32 | 33 | 34 | 35 | 36 | 37 | 38 | 39 | 40
FBW7 activator | -0.3 | 0.1 | 0.2 | -0.1 | -0.1 | -0.1 | 0.1 | 0.0 | 0.3 | 0.3
TEAD-YAP inh | -2 | 8 | 9 | 14 | 5 | 16 | -3 | 3 | -9 | -11
GPR151 activ | 0.9 | 0.5 | -0.8 | 0.2 | 1.0 | 0.5 | 0.1 | -2.0 | -0.1 | 1.7
MITF primary | 3 | 4 | 18 | 1 | 3 | 0 | 3 | 11 | 14 | -15

Of the compounds above, these contain a CF3 group.
#2 CCOC(=O)C(NC(=O)c1cccc(F)c1)(Nc1sc2c(c1C(N)=O)CCC2)C(F)(F)F (stereo not drawn)
#14 O=C(Cn1nc(-c2ccccc2Cl)ccc1=O)Nc1cccc(C(F)(F)F)c1
assay / compound | 2 | 14
FBW7 activator | 0.1 | 0.4
TEAD-YAP inh | 5 | 0
GPR151 activ | 1.9 | -0.6
MITF primary | 1 | -2

Other structures follow.
#41 COc1ccc(/C=C2\Sc3ccccc3N(CC(=O)N3CCOCC3)C2=O)cc1
#42 Cc1ccc(/C=C/C(=O)Nc2ccc(Cl)c([N+](=O)[O-])c2)o1
#43 CCOc1ccc(OCCOc2ccc([N+](=O)[O-])cc2)cc1
#44 COc1ccc(CN[C@H]2C[C@H]3C(=O)N[C@@H](Cc4ccc(Cl)cc4)C(=O)N3C2)cc1
#45 CC(=O)c1ccc(-c2cc(F)cc3c2OC(CNC(=O)c2ccc[n+]([O-])c2)C3)s1 (stereo not drawn)
#46 O=[N+]([O-])c1ccccc1Oc1ncccc1[N+](=O)[O-]
#47 Cc1sc2ncnc(N(C)Cc3ccccc3)c2c1C
#48 Cc1cccc(CN2CCN(C(=O)c3cccs3)CC2)c1
#49 Cc1ccc(Cl)cc1NC(=O)CSc1nnc(C(C)C)n1C
#50 CC1(C)Cc2c(c(N3CCOCC3)nc3sc(C(=O)N4CCOCC4)c(N)c23)CO1
assay / compound | 41 | 42 | 43 | 44 | 45 | 46 | 47 | 48 | 49 | 50
FBW7 activator | -0.1 | -0.1 | 0.0 | -0.1 | 1.3 | 0.1 | 0.0 | 0.0 | 0.0 | -0.1
TEAD-YAP inh | -4 | -3 | 0 | -4 | 8 | 5 | 0 | 2 | 24 | -1
GPR151 activ | 0.4 | -0.1 | 2.1 | 2.0 | 0.6 | -0.8 | 1.8 | 1.0 | -1.4 | 0.9
MITF primary | 9 | 1 | -3 | 1 | 5 | -7 | -14 | 46 | -12 | 13

Overlap with the part before: four entries; new compounds follow.
#47 Cc1sc2ncnc(N(C)Cc3ccccc3)c2c1C
#48 Cc1cccc(CN2CCN(C(=O)c3cccs3)CC2)c1
#49 Cc1ccc(Cl)cc1NC(=O)CSc1nnc(C(C)C)n1C
#50 CC1(C)Cc2c(c(N3CCOCC3)nc3sc(C(=O)N4CCOCC4)c(N)c23)CO1
#51 O=C1N=C(N2CCOCC2)S/C1=C\c1ccc([N+](=O)[O-])cc1
#52 O=C(Nc1ncc(S(=O)(=O)c2ccc([N+](=O)[O-])cc2)s1)c1ccc(S(=O)(=O)N2CCCCC2)cc1
#53 CCCCn1c(C)cn2c3c(=O)n(Cc4ccc(C)cc4)c(=O)n(C)c3nc12
#54 Cc1cccn2c(=O)cc(OCC(=O)Nc3ccc(Cl)cc3Cl)nc12
#55 CC(=O)Nc1ccc(Oc2ccc([N+](=O)[O-])c3cnccc23)cc1
#56 NCCNC(=O)c1ccc(/C=N/O)nc1
#57 CCOC(=O)C1CCC(CN(Cc2ccccc2C)S(=O)(=O)c2ccc(NC(C)=O)cc2)CC1 (stereo not drawn)
#58 CCCCCCOC(=O)C1=C(C)NC(=O)NC1c1ccccc1F (stereo not drawn)
#59 O=C(CSc1nc(CC(=O)N2CCc3ccccc32)cs1)c1ccccc1
#60 Cc1nc2nc3[nH]c4ccccc4c3nn2n1
assay / compound | 47 | 48 | 49 | 50 | 51 | 52 | 53 | 54 | 55 | 56 | 57 | 58 | 59 | 60
FBW7 activator | 0.0 | 0.0 | 0.0 | -0.1 | -0.1 | 0.0 | 0.1 | -0.1 | -0.1 | -0.3 | 0.1 | 0.1 | 0.1 | 0.0
TEAD-YAP inh | 0 | 2 | 24 | -1 | -3 | 1 | -2 | 0 | 25 | 8 | 2 | -3 | -6 | -3
GPR151 activ | 1.8 | 1.0 | -1.4 | 0.9 | 0.2 | 2.4 | 0.6 | -1.9 | -1.0 | -0.2 | -0.2 | -0.6 | -0.6 | -0.1
MITF primary | -14 | 46 | -12 | 13 | -5 | 15 | 5 | 1 | 25 | 12 | 5 | 15 | -11 | 6

#61 COc1ccc(-c2nc3c(Nc4ccc(Oc5ccccc5)cc4)ncnc3n2C(C)C)cc1
#62 CC(=O)CSc1nc2sc3c(c2c(=O)n1-c1ccccc1)CCC3
#63 O=C(NCc1nc(NC2CCCC2)c2cc(Cl)ccc2n1)c1cscn1
#64 COC(=O)c1c(OC(C)C)cc(=O)n2c1CCN(C1CCSCC1)CC2
#65 COc1ccc(C2c3cc(OC)c(OC)cc3CC(=O)N2c2cccc(C(=O)O)c2)cc1 (stereo not drawn)
#66 O=c1[nH]n(CC2COC(c3ccccc3)O2)c(=O)c2ccccc12 (stereo not drawn)
#67 CCOc1cc(/C=C2/NC(=O)N(c3cccc(Cl)c3)C2=O)ccc1O
#68 CN(c1ccc(Cl)cc1)S(=O)(=O)c1ccc2[nH]cc(C(=O)N3CCCCCC3)c(=O)c2c1
#69 COc1ccc(C(=O)N2CCCN(c3nc4c(C)c(C)ccc4cc3C#N)CC2)cc1OC
#70 COc1c[nH]c(C(=O)Nc2cc(C)ccc2C)cc1=O
assay / compound | 61 | 62 | 63 | 64 | 65 | 66 | 67 | 68 | 69 | 70
FBW7 activator | -0.1 | -0.1 | 0.1 | 0.1 | -0.1 | 0.2 | 0.1 | 0.0 | 0.0 | -0.3
TEAD-YAP inh | -4 | -9 | 10 | 12 | -8 | -1 | 2 | 9 | -20 | -27
GPR151 activ | 0.7 | 0.3 | 0.5 | 0.0 | -0.8 | -0.7 | 0.8 | -0.2 | -0.2 | -10
MITF primary | 8 | -2 | 1 | 20 | 4 | -1 | 9 | 16 | 1 | -4

Compound profiles, from the list above. Screens in order: FBW7 activator, TEAD-YAP inh, GPR151 activ, MITF primary
Cc1cccc(C(=O)Nc2c3c(nn2-c2ccccc2C)CS(=O)(=O)C3)c1 is listed with 0.2, -1, 0.3, -6
CC1(C)Cc2c(c(N3CCOCC3)nc3sc(C(=O)N4CCOCC4)c(N)c23)CO1 is listed with -0.1, -1, 0.9, 13
COc1ccc(C(=O)N2CCCN(c3nc4c(C)c(C)ccc4cc3C#N)CC2)cc1OC is listed with 0.0, -20, -0.2, 1

Going on with the list:
#71 Cc1cc(=O)n2nc(N3CCC(C(=O)NCCN(C)C4CCCCC4)CC3)sc2n1
#72 CC(=O)N1CCN(c2ccc(NC(=O)c3ccc4c(c3)OCCO4)cc2)CC1
#73 O=C(NC1CCCCCC1)c1cccc(S(=O)(=O)N2CCCCCC2)c1
#74 CCOC(=O)Cn1c(=NC(=O)c2ccc([N+](=O)[O-])o2)sc2cc([N+](=O)[O-])ccc21
#75 CC(=O)OC(C(=O)Nc1ccccc1)C(OC(C)=O)C(=O)Nc1ccccc1 (stereo not drawn)
#76 CC(=O)N1c2ccccc2NC2=C(C(=O)CCC2)C1c1ccc(C)cc1 (stereo not drawn)
#77 CC1CCN(c2nc3c(c(=O)[nH]2)CCN(Cc2ccc(Br)o2)C3)CC1
#78 O=c1[nH]c2ccc(C(F)(F)F)cc2n2cnnc12
#79 O=C(Nc1ccc(F)cc1F)c1ccccc1[N+](=O)[O-]
#80 O=C(CN1CCC(O)(c2ccccc2F)CC1)NCCc1c[nH]c2ccccc12
assay / compound | 71 | 72 | 73 | 74 | 75 | 76 | 77 | 78 | 79 | 80
FBW7 activator | 0.8 | 0.9 | -0.1 | 0.0 | 0.1 | 0.1 | 1.2 | 0.6 | 0.1 | 0.1
TEAD-YAP inh | -2 | -3 | 2 | -5 | 6 | 7 | 14 | 2 | 1 | 8
GPR151 activ | -0.6 | -1.1 | 0.1 | -0.4 | -1.1 | -0.6 | 0.2 | 0.6 | 1.0 | 0.3
MITF primary | 5 | 21 | 1 | -9 | 16 | 4 | 10 | -5 | -9 | 10
